Screens: PubChem BioAssay, several laboratories
IEC-6 cytotox: IEC-6 cytotoxicity, counter-screen for KLF5 inhibitors. luminescence viability. inhibition, % at 5 µM. 290,000 tested, 0.78% active; in the data active means inhibition above about 22%;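 further: 0% = plate median of test compound wells and 100% = cytotoxic reference compound wells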
aSyn 5UTR inh: 5' untranslated region of α-synuclein, MLPCN primary screen; alpha-synuclein 5'UTR reporter, inhibitor activity; inhibition, % (tested at 7.5 µM); 300,000 tested, 0.82% active; AID 1813; in the data active means inhibition above about 60%;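 further: H4 neuroglioblastoma cells stably carrying SNCA 5'UTR luciferase fusion; 0% = DMSO wells and 100% = positive control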
HIF act: HIF pathway transcriptional activation; U2OS HRE-luciferase reporter, luminescence; normalized: DMSO 0%, desferrioxamine 100%; activation, % at 7.5 µM (by protocol); 300,000 tested, 0.32% active;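 active means mean activation of at least 10% of the iron chelator positive control signal, with at least half of replicates also reaching 10%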
HSP90 inh: HSP90 refolding inhibition in rabbit reticulocyte lysate; inhibition, % at 5.6 µM; luciferase refolding luminescence, 3 h; 290,000 tested, 0.91% active;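 active means inhibition above the screen-wide mean plus 3 SD, computed separately per campaign, cut at about 16% in these data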;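 further: 0% = DMSO wells and 100% = 60 µM geldanamycin wells; inhibitors lower the luminescence because luciferase stays unfolded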
AI-2 QS modul: Vibrio harveyi AI-2 quorum sensing modulation. Vibrio harveyi JMH597 AI-2 luminescence/OD600 ratio, 9 h; stronger effect = lower value; strain lacks LuxN and CqsS sensors; 0 = neutral-control median. activity change, % at 7.5 µM. AID 2094. 300,000 tested, 0.4% active; in the data active means activity change below about -75%, passing the limit was not always enough;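 further: luminescence divided by OD600 gain over 9 h not by final OD600 alone; inactives centre near 13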
KLF5 inhibitor: inhibitors of KLF5 expression; DLD-1 KLF5 promoter-luciferase reporter, luminescence; inhibition, % at 5 µM; 290,000 tested, 0.23% active;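 active means inhibition above a per-plate limit of that plate's mean compound inhibition plus 3 SD, cut at about 60% in these data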;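 further: 0% = DMSO wells and 100% = LY294002 at 200 µM; higher means less KLF5 promoter-driven luciferase light; inactives centre near -14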
Platelet DG rel: platelet dense granule release activity; human platelet-rich plasma, SFLLRN dense granule ATP release, luminescence; inhibition, %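 (compounds screened at 7.5 µM in platelet-rich plasma)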; 300,000 tested, 0.22% active;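 active means mean replicate score, as percent of positive control, at or above 50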
HSF1 inh: HSF1 inhibition; AID 2098; 300,000 tested, 0.77% active; NIH3T3-HGL HSE-luciferase, MG132-induced, luminescence 8 h; stronger effect = lower value; activity change, negative = inhibition, % at 7.5 µM (by protocol);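 active means more than half of replicate wells show activity change below -50%, luminescence cut by over half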;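 further: luciferase reports HSF-1 transcriptional activity via heat shock element; 0% = median of DMSO wells and -100% = zero luminescence signal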
HDAC3 inh: blocks human histone deacetylase 3. O15379. recombinant HDAC3, fluorogenic peptide/trypsin coupled, fluorescence. inhibition, % at 8.3 µM. 320,000 tested, 0.15% active. AID 2718; in the data active means inhibition above about 26%, passing the limit was not always enough
Target sequence (O15379 whole entry, looked up): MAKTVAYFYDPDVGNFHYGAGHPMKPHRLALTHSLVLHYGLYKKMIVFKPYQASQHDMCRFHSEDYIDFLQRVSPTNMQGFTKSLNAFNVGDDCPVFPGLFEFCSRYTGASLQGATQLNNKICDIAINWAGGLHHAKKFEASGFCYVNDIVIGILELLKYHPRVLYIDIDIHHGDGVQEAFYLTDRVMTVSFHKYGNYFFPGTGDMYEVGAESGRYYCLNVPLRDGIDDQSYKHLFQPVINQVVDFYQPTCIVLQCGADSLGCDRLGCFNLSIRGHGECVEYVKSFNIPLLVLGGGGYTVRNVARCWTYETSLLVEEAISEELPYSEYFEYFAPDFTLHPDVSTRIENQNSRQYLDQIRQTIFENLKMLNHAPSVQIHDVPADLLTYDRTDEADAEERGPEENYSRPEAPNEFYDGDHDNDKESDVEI
HSF-1 act: increases HSF-1 driven luciferase reporter signal | NIH3T3-HGL HSF-1 luciferase reporter, MG132, 8 h; 100% = twice DMSO control signal | activation, % at 9 µM | 300,000 tested, 1.7% active | AID 504408;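 active means mean replicate activation of at least 50% with a set share of replicates each reaching 50%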;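 further: 0% = median of the neutral control wells and 100% = twice that signal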
* marks the source's active call; other numbers are inactive results; . = no result given.

Values run as follows: IEC-6 cytotox | Platelet DG rel | HSP90 inh | HSF1 inh | KLF5 inhibitor | HIF act | HDAC3 inh | aSyn 5UTR inh | HSF-1 act | AI-2 QS modul
#1 COCc1cc(=O)[nH]c(/N=C(\N)Nc2cccc(Cl)c2)n1
    2.6 | 3.8 | 1.6 | -2.2 | -10.7 | 0.0 | 3.2 | 26.5 | 0.2 | 15.9
#2 CC(C)(C)c1ccc(-c2nc(C#N)c(N3CCC(C(N)=O)CC3)o2)cc1
    4.6 | 2.8 | 0.5 | 1.5 | -24.1 | 1.3 | -49.6 | -4.9 | 5.9 | 14.1
#3 COCCc1nc2ccc(C(=O)N(C)Cc3cccc(-n4nc(C)cc4C)c3)cc2o1
    -2.6 | 10.6 | -7.6 | 0.1 | -12.4 | 0.6 | 10.7 | 11.9 | -6.2 | 20.1
#4 COC(=O)c1c(-c2ccc(OC)cc2)oc2ccccc12
    5.0 | 4.1 | 0.5 | -1.4 | -8.8 | -0.3 | -39.5 | 14.2 | -8.8 | 6.3
#5 CS(=O)(=O)NN1C(=O)c2ccccc2NC1c1ccccc1O (stereo not drawn)
    1.9 | -2.9 | 1.5 | -11.4 | -19.4 | 0.2 | -27.3 | 3.3 | 16.7 | -1.5
#6 COc1ccc(S(=O)(=O)N2CCc3ccccc32)cc1C(=O)OCc1nnc(-c2ccccc2)o1
    -11.0 | 1.5 | -2.5 | -3.4 | -30.9 | -1.3 | 12.2 | -5.8 | -6.6 | 16.8
#7 COc1ccccc1C(=O)C1CCCN(C(=O)CN2CCCCC2=O)C1 (stereo not drawn)
    -1.2 | 0.3 | 1.9 | 4.3 | -33.8 | 0.3 | -17.1 | 14.1 | -10.1 | 23.6
#8 Cc1ccc(C(=O)N/N=C2\CCCc3ccccc32)c(C)c1
    7.9 | 2.6 | -4.1 | 5.1 | -42.3 | 4.0 | -10.8 | -160.6 | 21.5 | 19.6
#9 CCc1ccc(-c2cc3c(=O)n(CC(=O)NCCN4CCCCC4C)nc(C)n3n2)cc1 (stereo not drawn)
    -0.7 | -0.4 | -3.2 | 6.5 | -13.8 | 1.1 | 4.8 | 4.6 | -2.9 | 52.7
#10 COc1ccc(C(=O)N[C@H](C(=O)Nc2ccc(S(=O)(=O)N3CCOCC3)cc2)C(C)C)cc1
    3.3 | 6.8 | 9.1 | 17.0 | -5.1 | 0.1 | -1.5 | 12.6 | 11.1 | 16.5
#11 CSC1=NCCN1C(=O)COc1ccccc1
    -0.4 | -2.8 | 2.2 | -2.4 | -16.7 | 0.0 | 1.2 | -1.6 | 14.2 | 16.6
#12 COc1ccccc1CN1CC(C(=O)N2CCC(C(=O)c3ccccc3)CC2)CCC1=O (stereo not drawn)
    16.2 | 3.5 | 4.0 | 20.4 | -17.3 | 1.7 | 4.3 | -41.7 | 23.3 | -2.8
#13 CCOc1ccc(N(CC)S(=O)(=O)c2cccc3nsnc23)cc1
    4.8 | -4.3 | 3.1 | -12.9 | -8.8 | -34.3 | -4.8 | -4.0 | 8.1 | 44.8
#14 Cc1nn(CC(=O)c2ccccc2Cl)c(C)c1[N+](=O)[O-]
    -3.9 | -4.4 | 21.6* | -32.4 | -28.3 | 2.0 | -3.7 | -176.9 | -36.5 | 16.9
#15 Cc1ccc(N=C2NC(=O)c3cccc([N+](=O)[O-])c32)cc1
    2.6 | -4.7 | -0.3 | -8.1 | -7.8 | 2.0 | 0.8 | -140.8 | -6.8 | 29.4
#16 CCCc1nc(SCC(=O)Nc2cc(C)on2)c2c(=O)n(C)c(=O)n(C)c2n1
    -0.2 | 3.1 | -1.8 | 4.3 | -15.1 | 0.0 | 0.9 | 6.8 | 11.7 | 16.8
#17 CCn1cc(CN2CCC(C(=O)Nc3cccc(-c4cccc(OC)c4)c3)CC2)c(C)n1
    3.2 | -1.5 | 3.5 | 6.5 | -0.9 | 0.2 | . | -14.1 | -7.2 | 0.5
#18 Cc1cc(=O)oc2c(C)c(OCC(=O)c3ccccc3)ccc12
    18.9 | 4.0 | -1.2 | -2.5 | -16.0 | 1.3 | 2.5 | -7.4 | 9.2 | 10.0
#19 COc1cc(C2c3c(n[nH]c3C)C(=O)N2c2ccc(C)cc2)ccc1O (stereo not drawn)
    0.1 | 1.6 | 2.0 | 0.2 | -22.9 | 1.6 | 1.0 | 5.3 | 18.5 | 19.0
#20 Cc1cc(C)n(C(C)Sc2ccccc2)n1 (stereo not drawn)
    . | 0.0 | . | 6.7 | . | 0.6 | 3.3 | 11.3 | -8.7 | 8.3
#21 Cc1onc(C(=O)Nc2ccc(OC(F)(F)F)cc2)c1[N+](=O)[O-]
    6.7 | 6.7 | -0.1 | 1.7 | -46.7 | -0.4 | 2.1 | -11.1 | 0.6 | 7.8
#22 Cc1ccc(C(=O)Nc2ccc(N3CCOCC3)nc2)cc1
    -0.1 | -6.0 | -0.9 | 4.9 | -43.4 | 0.5 | -1.0 | -71.3 | 16.5 | 17.1
#23 CC(C)c1ccc(NC(=O)C2CC(=O)N(C(C)C)C2)cc1 (stereo not drawn)
    4.5 | -6.0 | 2.5 | 4.3 | -0.6 | -0.9 | -2.0 | -18.9 | -0.8 | 1.6
#24 Cc1ccc(NC(=O)CN(C)C(=O)CNC(=O)c2sc3ccccc3c2Cl)cc1
    . | -2.9 | . | 28.8 | . | 2.7 | -4.1 | -59.3 | 33.6 | 15.9
#25 CCOC(=O)CC1C(=O)NCCN1C(=O)COc1ccc(C(C)(C)C)cc1 (stereo not drawn)
    -3.9 | 3.9 | -0.9 | -4.8 | -22.7 | -0.1 | 4.3 | 5.5 | 9.4 | -13.7
#26 Cc1[nH]c2ccccc2c1/C=N/NC(=O)CNC(=O)c1ccco1
    -1.2 | -22.4 | 0.1 | -2.8 | 1.5 | -0.7 | 6.0 | 0.2 | 1.9 | 0.8
#27 CCNC(=S)NNC(=O)c1ccc(OC)cc1
    -0.9 | -0.2 | 0.6 | -1.4 | -44.1 | -0.1 | -2.2 | -1.3 | 14.7 | 3.0
#28 CC(=O)c1cc(F)c(N2CCN(c3ccc([N+](=O)[O-])cc3F)CC2)cc1C
    1.9 | 4.2 | -0.9 | -2.7 | -9.7 | 0.0 | -4.6 | 10.1 | -6.4 | .
#29 Cc1ccc(-c2cc(C(F)(F)F)c(C#N)c(SCC(=O)O)n2)cc1
    9.1 | 7.7 | -1.1 | 35.1 | -27.7 | -0.5 | 5.5 | -14.0 | 57.6* | 13.9
#30 Cc1ccccc1CS(=O)(=O)Cc1ccc(C(=O)NCCCN2CC(C)CC(C)C2)o1 (stereo not drawn)
    -0.3 | -0.9 | -1.4 | -5.6 | -3.3 | -0.6 | 2.0 | -3.4 | -3.1 | 28.7
#31 Cc1ccc(NC(=O)Cn2c(CCC(=O)O)ccc2-c2cccs2)cc1
    -0.8 | -20.3 | 0.6 | 39.4 | -12.1 | 0.7 | -0.3 | -51.4 | 61.9* | -3.5
#32 Cc1onc(-c2ccccc2)c1C(=O)NC(C)CCc1ccccc1 (stereo not drawn)
    -1.8 | -23.4 | 0.1 | -2.9 | 4.8 | -0.6 | 3.3 | 7.0 | -26.6 | -1.6
#33 C#CCSc1nc(C)cc(C(=O)OCC)c1C#N
    -1.6 | 4.2 | 3.0 | 4.3 | -14.0 | -0.4 | -4.0 | 13.8 | 27.7 | -1.0
#34 CC1Oc2ccccc2N(CC(=O)c2cccc(Cl)c2)C1=O (stereo not drawn)
    3.3 | 19.5 | -0.1 | 8.2 | -15.6 | -0.3 | 9.1 | 2.0 | 12.6 | 2.3
#35 Cc1cc([N+](=O)[O-])nn1CCCC(=O)Nc1ccc(Cl)cc1Cl
    -2.9 | -0.4 | 3.6 | -0.4 | 0.4 | 0.0 | -2.7 | 16.2 | 4.6 | 7.9
#36 CC1(C)OC(=O)C(=CNn2cnc3ccccc3c2=O)C(=O)O1
    3.3 | 4.7 | -2.5 | -10.7 | 24.0 | . | 0.6 | -28.8 | 1.5 | 20.8
#37 CN1CCCN(C(=O)c2cc(=O)[nH]c3ccccc23)c2nc3ccccc3nc21
    2.4 | 0.4 | 2.0 | -4.7 | -9.0 | -0.4 | -3.6 | -30.4 | -4.8 | 25.1
#38 O=C(NCCC1CCCC1)c1cccs1
    0.7 | 0.7 | 1.4 | 6.6 | -110.2 | 0.1 | 5.0 | -69.2 | 10.9 | 7.2
#39 O=C1CC(c2ccc(S(=O)(=O)NCc3ccccc3)cc2)CN1 (stereo not drawn)
    -8.4 | 22.5 | -2.4 | -6.6 | -32.9 | 0.0 | -7.9 | 15.3 | -4.0 | 17.9
#40 COc1cc(C)nc(OCCNC(=O)COc2ccc(Cl)cc2Cl)n1
    1.1 | -3.2 | 1.2 | -0.4 | -12.9 | -0.3 | 4.4 | 7.6 | -2.0 | 19.4

Entries of single compounds, quoted from the list.
`Cc1ccc(C(=O)N/N=C2\CCCc3ccccc32)c(C)c1` as listed: IEC-6 cytotox = 7.9; Platelet DG rel = 2.6; HSP90 inh = -4.1; HSF1 inh = 5.1; KLF5 inhibitor = -42.3; HIF act = 4.0; HDAC3 inh = -10.8; aSyn 5UTR inh = -160.6; HSF-1 act = 21.5; AI-2 QS modul = 19.6
`Cc1onc(-c2ccccc2)c1C(=O)NC(C)CCc1ccccc1` (stereo not drawn) as listed: IEC-6 cytotox = -1.8; Platelet DG rel = -23.4; HSP90 inh = 0.1; HSF1 inh = -2.9; KLF5 inhibitor = 4.8; HIF act = -0.6; HDAC3 inh = 3.3; aSyn 5UTR inh = 7.0; HSF-1 act = -26.6; AI-2 QS modul = -1.6

The list continues.
Values run as follows: IEC-6 cytotox | Platelet DG rel | HSP90 inh | HSF1 inh | KLF5 inhibitor | HIF act | HDAC3 inh | aSyn 5UTR inh | HSF-1 act | AI-2 QS modul
#41 Cc1oc(/N=C/c2ccc(Cl)cc2Cl)c(C#N)c1C
    0.1 | -3.7 | 6.2 | -7.3 | -24.8 | -0.3 | . | -30.6 | -12.8 | 14.2
#42 CC(C)(C)OC(=O)CC12CCCCC1NC(=O)O2 (stereo not drawn)
    10.1 | 2.9 | -0.9 | -7.5 | -4.0 | -0.1 | -4.4 | -21.5 | -3.6 | 11.4
#43 CSCC[C@H](NC(=O)c1nn(C)c(=O)c2ccccc12)c1nc2ccccc2[nH]1
    -7.7 | -1.8 | -3.6 | 5.3 | -46.6 | -0.3 | -0.1 | -40.4 | 3.4 | 33.1
#44 O=C(NCCc1ccccc1)c1ccccc1NC(=O)C1CC=CCC1C(=O)O (stereo not drawn)
    2.6 | -0.4 | 45.0* | 0.2 | -14.3 | 0.8 | -1.8 | -133.3 | 19.4 | -5.1
#45 Cc1ccc(S(=O)(=O)Nc2cc3c(cc2C#N)OCO3)cc1C(N)=O
    2.5 | 2.6 | -4.5 | -6.3 | -5.8 | 0.3 | 8.7 | -16.6 | 0.6 | 16.2
#46 COc1ccc(N2CC(O)=C(c3nc(-c4ccc(Cl)cc4)cs3)C2=N)cc1
    4.9 | 3.5 | 0.8 | 12.5 | 4.9 | -1.5 | 3.9 | -56.9 | 43.2 | 10.4
#47 Cc1ccc(-c2nnc(SCC(=O)N3CCCC3)o2)cc1C
    0.5 | -13.3 | 1.3 | 9.3 | -93.4 | 1.4 | -5.0 | -83.0 | 46.8 | 17.0
#48 N/C(=N\OC(=O)c1ccc(F)cc1)c1nonc1N
    -0.5 | 3.0 | 1.5 | 26.2 | 3.8 | 0.1 | -7.3 | -41.9 | 20.9 | 9.4
#49 Cn1cccc1C(=O)C(=O)Nc1ccccc1
    4.4 | 21.0 | 3.4 | 19.7 | -158.2 | 1.4 | 10.1 | -112.2 | 25.9 | 16.3
